mlh1 rad18 – NCI yeast anticancer drug screen, S. cerevisiae mlh1 rad18 strain; growth inhibition, % at 50 µM; hit rate 11% among 79,000; AID 175;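 note: 0% = growth of vehicle-only cultures of the same strain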
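Inhibition values reflect reduced growth of mutant yeast versus vehicle-treated controls following compound exposure; the mutations affect DNA damage repair.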
cln2 rad14 – NCI yeast anticancer drug screen, S. cerevisiae cln2 rad14 strain. % growth inhibition at 50 µM. hit rate 8.3% among 78,000;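 note: 0% = growth of vehicle-only cultures of the same strain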
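Readout is yeast growth inhibition versus vehicle-treated controls, using a strain with cln2 and rad14 alterations exposed to compound.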
sgs1 mgt1 – NCI yeast anticancer drug screen, S. cerevisiae sgs1 mgt1 strain. % growth inhibition at 50 µM. hit rate 10% among 78,000;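 note: 0% = growth of vehicle-only cultures of the same strain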
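Growth of a repair-deficient yeast mutant was monitored after compound treatment and expressed as inhibition relative to vehicle-treated cultures.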
yeast rad50 – NCI yeast anticancer drug screen, S. cerevisiae rad50 strain | hit rate 10% among 79,000 | growth inhibition, % at 50 µM | AID 155;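 note: 0% = growth of vehicle-only cultures of the same strain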
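Yeast carrying a defined DNA repair defect were exposed to test compounds, and growth was compared with vehicle-treated controls to give percent inhibition.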
mec2-1 – NCI yeast anticancer drug screen, S. cerevisiae mec2-1 strain; % growth inhibition at 50 µM; hit rate 9% among 79,000; AID 157;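 note: 0% = growth of vehicle-only cultures of the same strain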
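Test agents were screened against the mec2-1 yeast strain, with defined DNA repair or cell cycle alteration. Growth was scored as inhibition against vehicle-only controls.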
yeast bub3 – NCI yeast anticancer drug screen, S. cerevisiae bub3 mutant strain; % growth inhibition at 50 µM; hit rate 9.9% among 78,000; AID 167;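 note: 0% = growth of vehicle-only cultures of the same strain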
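Part of a panel of yeast mutants defective in DNA damage repair or cell cycle regulation. Each strain is grown with compound, and inhibition is calculated relative to solvent-treated cultures.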
Numbers without * were called inactive; & = joins results of further samples; ! = repeats disagree. Cut-off read from the data, not from the text of the source: active = growth inhibition above about 70%; inactive = the rest. This is a random part of the collection; 13% or so of the library scored in one or more.

Preview, 4 compounds:
SMILES	mlh1 rad18	cln2 rad14	sgs1 mgt1	yeast rad50	mec2-1	yeast bub3
Cc1ccc(S(=O)(=O)N/N=C(\c2nc3ccc([N+](=O)[O-])cc3[nH]c2=O)C(O)c2ccccc2Cl)cc1 (centres undefined)	24	6	12	-1	-9	10
COc1cc(C=Nc2ccc3c(c2)OCO3)ccc1OC(=O)c1ccccc1	-6	8	8	5	8	13
CCC1(c2ccccc2)OCC(=O)NC1=O (centres undefined)	-40	-8	-7	8	-8	5
CC(=O)CC(=O)CCC(=O)O	33	7	0	31	-20	14

The list itself, previewed entries included:
SMILES	mlh1 rad18	cln2 rad14	sgs1 mgt1	yeast rad50	mec2-1	yeast bub3
Cc1ccc(S(=O)(=O)N/N=C(\c2nc3ccc([N+](=O)[O-])cc3[nH]c2=O)C(O)c2ccccc2Cl)cc1 (centres undefined)	24	6	12	-1	-9	10
COc1cc(C=Nc2ccc3c(c2)OCO3)ccc1OC(=O)c1ccccc1	-6	8	8	5	8	13
CCC1(c2ccccc2)OCC(=O)NC1=O (centres undefined)	-40	-8	-7	8	-8	5
CC(=O)CC(=O)CCC(=O)O	33	7	0	31	-20	14
CCOC(=O)Cc1ccc(N(CCO)CCO)cc1	6	0	23	5	7	13
CC(CO)(CO)CN1CCCCC1	2	-37	-2	-2	5	-12
COc1ccc(C(CN2CCOCC2)C(C)=O)cc1OC (centres undefined)	87*	24	88*	72*	70*	70
CSc1nc(SC)c2cnn(Cc3ccccc3)c2n1	17	2	10	-7	5	1
CC1CC(C)(C)OC(C2CC=CCC2)O1 (centres undefined)	3	-2	-14	-13	-20	2
CN(C(=O)c1ccc(C(=N)N)cc1)c1ccccc1	-9	-13	-5	-8	-7	0
O=Nc1c(O)cc(Nc2ccc(Br)cc2)c2ccccc12	-21	5	-32	-12	-6	-2
O=P(O)(Cc1ccccc1)OCC1(O)OCC(O)C(O)C1O (centres undefined)	-23	13	-29	-16	-6	-20

Record cards, from the list above.
Record of `CN(C(=O)c1ccc(C(=N)N)cc1)c1ccccc1` → mlh1 rad18: -9; cln2 rad14: -13; sgs1 mgt1: -5; yeast rad50: -8; mec2-1: -7; yeast bub3: 0
Record of `CSc1nc(SC)c2cnn(Cc3ccccc3)c2n1` → mlh1 rad18: 17; cln2 rad14: 2; sgs1 mgt1: 10; yeast rad50: -7; mec2-1: 5; yeast bub3: 1

Following part.
SMILES	mlh1 rad18	cln2 rad14	sgs1 mgt1	yeast rad50	mec2-1	yeast bub3
COc1ccc2c3c1C(=O)CCCC3CO2 (centres undefined)	3	-6	4	8	8	5
OCC1=CCCCC1	0	13	-7	7	2	-14
O=C(O)CC(O)c1ccccc1 (centres undefined)	19	17	17	31	14	-1
O=P(O)(CN1CCN(CP(=O)(O)c2ccccc2)CCN(CP(=O)(O)c2ccccc2)CC1)c1ccccc1	80*	60	85*	87*	82*	88*
CC1=C(CCC#N)C(=O)C(CCC#N)C(C)(C)C1 (centres undefined)	-8	-30	-17	0	-9	-3
COc1ccc(/C=C\Cc2cc3c(cc2OCCO)OCO3)cc1	97*	70	98*	97*	97*	86*
COc1ccc(-c2c(C(C)=O)c(-c3ccccc3)n(C3OC(COC(C)=O)C(OC(C)=O)C(OC(C)=O)C3OC(C)=O)c(=S)c2C#N)cc1 (centres undefined)	-36	8	-26	-18	-26	1
CN(C)CC/C(=N\Nc1ccc(Cl)cc1)c1ccccc1	99*	96*	99*	99*	99*	100*
Cc1nn(C(=O)c2cccnc2)c(-c2ccccc2)c1N=Nc1ccc(S(=O)(=O)Nc2ncccn2)cc1	42	33	31	24	18	1
CC(=O)Nc1ccc(NC(=O)Nc2cccc(Cl)c2C)cc1	5	12	3	3	0	17
CCC1(c2ccccc2)CCCC/C1=N/Nc1ccc([N+](=O)[O-])cc1[N+](=O)[O-] (centres undefined)	12	25	5	20	10	2
O=C1CCC(c2ccccc2)(C2(c3ccccc3)CCC(=O)O2)O1 (centres undefined)	63&0	13&4	71*!	60&17	51&5	11&14
Nc1ncnc(N)c1NC(=O)c1ccc(OCCCCOc2ccccc2)c(Cl)c1	4	-38	-13	13	0	2
O=C(O)C1CC[N-]CC1.O=C(O)C1CC[N-]CC1.[NH2-].[NH2-].[Pt+4]	18	13	2	-5	15	3
COc1ccc(-c2n[nH]c(C(F)(F)F)c2N=NN(C)C)cc1OC	100*	99*	99*	99*	100*	99*
O=C(OCCN1CCCC1)C(c1ccccc1)C1C=CCCC1 (centres undefined)	15	1	22	11	-14	4
Cc1cc(CSc2ssc(=S)c2-c2ccccc2)c(CSc2ssc(=S)c2-c2ccccc2)cc1C	-5	19	8	-3	5	22
CC(=O)c1cccc(N(C)S(=O)(=O)c2ccc(C)cc2)c1	38	-31	22	48	7	45
CC(c1ccccc1O)C1CCCCC1N=O (centres undefined)	-4	-48	16	0	3	15
CC(C)SC(=O)C[Si](C)(C)C	-2	-16	-3	-6	7	27
COc1cc(O)c(C(C)=O)c(C#N)c1O	-2	-24	-13	-4	-2	-3
O=C1CCCC(=O)C1=Cc1c[nH]c2ccccc12	15	-43	-4	4	2	-16
CC(C#N)(CCl)OS(=O)(=O)CCCl (centres undefined)	25	17	6	37	21	49
COc1ccccc1Cn1[nH]c(=O)c2cc([N+](=O)[O-])ccc21	-10	16	-1	0	11	3

Given with values under each structure: entries from further up.
Value order – mlh1 rad18, cln2 rad14, sgs1 mgt1, yeast rad50, mec2-1, yeast bub3
CC(C)SC(=O)C[Si](C)(C)C
    -2, -16, -3, -6, 7, 27
O=C1CCCC(=O)C1=Cc1c[nH]c2ccccc12
    15, -43, -4, 4, 2, -16
CC(C#N)(CCl)OS(=O)(=O)CCCl (centres undefined)
    25, 17, 6, 37, 21, 49
Nc1ncnc(N)c1NC(=O)c1ccc(OCCCCOc2ccccc2)c(Cl)c1
    4, -38, -13, 13, 0, 2

Next compounds follow:
SMILES	mlh1 rad18	cln2 rad14	sgs1 mgt1	yeast rad50	mec2-1	yeast bub3
CC1(C)OC1CC/C(=C/CBr)CBr (centres undefined)	15	27	30	8	12	41
COc1cccc(-c2nnc(-c3ccccc3)o2)c1	84*!	80*!	89*!	89*!	86*!	71*!
O=C(NCCN1CCCCC1)c1ccc(Br)cc1	-47	-6	-13	-15	-16	-19
CC(O)COCCOCCO (centres undefined)	-2	11	-4	-2	0	-11
CCOC(=O)C(Br)(C(=O)OCC)C(C)C	9	-16	-17	4	-1	11
NC(=O)c1csc(-c2ccc(CO)o2)n1	-24	61	-28	-26	2	-48
CC(C)COP(=O)(OCC(C)C)C(NS(=O)(=O)c1ccccc1)(C(F)(F)F)C(F)(F)F	90*	7	-2	64	83*	-4
COc1ccc2nc(C)sc2c1	17	9	-3	13	-28	-12
COc1ccc(CCc2ccncc2)cc1	28	7	28	42	-22	21
Cc1cc(C)n(/N=C/c2ccccc2[N+](=O)[O-])c(=O)c1C#N	-7	0	-3	5	9	-2
c1cnc2c(OB(C3CCCCC3)C3CCCCC3)cccc2c1	19	-29	25	6	22	8
CCOC(=O)c1ccc2c(c1)Cc1c-2cc(Br)c(N)c1Br	47	9	45	78*	3	18
O=c1ncccn1[C@@H]1O[C@H](CO)[C@H](O)C1O (some centres undefined)	-9	11	4	64	28	-6
COc1cc(OC)nc(NS(=O)(=O)c2ccc(N)cc2)n1	7	20	21	6	-4	10
O=C/C=C/c1ccc([N+](=O)[O-])cc1	90*	47	96*	80*	84*	95*
Nc1c(Cl)cc(Cl)c2ccc([N+](=O)[O-])cc12	-6	-15	1	3	13	12
CC/C(=N/Nc1ccc([N+](=O)[O-])cc1[N+](=O)[O-])c1cccs1	19	-8	4	-5	15	4
Fc1ccccc1-c1ccccc1	-11	-38	-14	-26	-2	-11
Cc1ccc(/C=N/Nc2ccccn2)s1	1	11	-2	-11	-12	-11
NNC(=O)c1nc2ccccc2s1	21	6	-8	18	5	9
COc1cccc(CCNC(=O)CCN2C(=O)c3ccccc3C2=O)c1	8	-6	-5	16	-24	6
COc1cccc(N2C(=O)C3c4[nH]c5ccccc5c4C4c5ccccc5CCC4C3C2=O)c1 (centres undefined)	21	3	5	0	4	-1
COc1cc2c(oc(=O)c3c4oc([Si](C)(C)C)cc4cc(OC)c23)c2cccc(O)c12	19	31	-1	25	-1	3
Cc1cnc(N)s1	9	-25	-8	4	-24	-11
O=C(O)CC(NC(=O)C(CC(=O)OCc1ccccc1)NC(=O)OCc1ccccc1)C(=O)OCc1ccccc1 (centres undefined)	37	24	27	44	21	-6
Cc1ccc(NC(=O)CCCC(=O)C(C#N)c2nc3ccccc3s2)cc1C (centres undefined)	15	1	-10	11	15	-7
COc1cc(/C=C2\C=Cc3ccccc32)ccc1N(C)C	-16	-54	-7	5	-13	4
O=C(Nc1cc2[nH]c(=O)c3ccccc3c2cc1[N+](=O)[O-])C(F)(F)F	0	1	11	40	-6	-12
C/C(CC(C)C)=N\NC(=O)Nc1ccccc1Cl	6	-4	-2	4	6	27
CCOCCC(=O)OCCC(C)OC (centres undefined)	-37	-26	11	5	11	-58
COc1ccc(CCC2(C)OC(C)CC(C)(C)O2)cc1 (centres undefined)	8	4	9	-4	1	24
CCOC(=O)CC(O)(c1ccc2c(c1)OCO2)c1cc(OC)c(OC)c(OC)c1 (centres undefined)	4	34	0	0	21	33
CCOC(=O)C(=CN1CCCCCC1)C(=O)OCC	32	6	13	20	13	0
c1ccc2c3nnc(c2c1)SCCSCCCSCCS3	-30	-5	-2	-24	-31	9
COC(=O)N/N=C(/Cc1occc(=O)c1O)C(=O)Nc1ccc([N+](=O)[O-])cc1[N+](=O)[O-]	8	3	-26	-11	-13	5
CCOC(=O)N/N=C1/CCCCCC/C1=N\NC(=O)OCC	-13	6	8	4	14	-3
Nc1cc(Cl)nc(N)n1	18	0	10	-12	-16	-5
O=C1CSC(=S)N1Cc1ccc(Cl)cc1Cl	97*	99*	99*	99*	99*	99*
CCOC(=O)C(C(C)=O)C(C)=O	11	-6	-3	10	0	0
COC(=O)C1=NC(=S)N=C(C(=O)OC)C1(C)C(=O)c1ccccc1	18	1	-12	4	-7	4
Nc1cn(Cc2ccccc2)c2nc(/C=C3/C=CC=CC3=O)c(O)n12	9	-5	-7	2	2	1
Cc1cc(C)c(S(=O)(=O)ONC(=O)OC(C)(C)C)c(C)c1	-8	5	-4	12	-4	11
Cc1c2cnccc2c(C)c2c1c1ccccc1n2CCNCc1ccccc1	67	-8	93*	98*	50	1
NN=C(c1ccccc1)c1ccccc1	12	18	-11	-25	-2	5
CC(C(O)c1cc(=O)n(C)c2ccccc12)[N+](=O)[O-] (centres undefined)	1	4	-19	19	-10	11
CO[Si](C)(OC)c1ccccc1	3	13	-32	-1	-24	-26
O=S(=O)(Nc1ncccn1)c1ccc(NCc2c3ccccc3nc3cc(Cl)ccc23)cc1	7	-9	-19	4	10	6
Nc1ccc2c(c1)CN1C(=O)c3ccccc3C1=N2	46	37	6	67	35	22
NCCNCCNCCN	29&-19	-29	3	-8&-12	-21&-8	-5
COc1ccc2c(c1)OC1c3ccccc3OCC21 (centres undefined)	30	12	16	26	12	28
CCOC(=O)C(C)c1ccccc1-c1cccc(OC)c1 (centres undefined)	5	1	14	2	-8	7
CCOC(=O)C(Cc1ccc2ccccc2n1)C(=O)OCC	-5	-2	7	-48	6	-3
C[C@]12CCC(=O)C=C1CC[C@@H]1[C@@H]2CC[C@@]2(C)[C@H]1CC[C@]2(O)C(=O)CCC#N	13	-33	17	-23	-3	-17
O=S(CC1(O)CCCCC1)c1ccccc1 (centres undefined)	18	21	18	-21	1	13
CCOc1nc(N)c(C#N)c(-c2ccccc2)c1C#N	3	10	3	15	4	13
CC(=O)Oc1cc2c(=O)oc3c(OC(C)=O)c(OC(C)=O)c(OC(C)=O)c4c(=O)oc(c1OC(C)=O)c2c34	88*	74*	87*	89*	77*	88*
Nc1ccc2nc(Nc3ccc(F)cc3)cnc2c1	65	29	56	63	15	60
COc1ccc(C)c2c1CCCC2	-14	-60	-5	-9	10	-7
O=C(CCC(=O)OCC1CCCO1)OCC1CCCO1 (centres undefined)	-3	5	5	1	2	6
Cc1cc([N+](=O)[O-])ccc1P(=O)(O)O	-8	-1	0	9	8	-4
Further entries follow:
SMILES	mlh1 rad18	cln2 rad14	sgs1 mgt1	yeast rad50	mec2-1	yeast bub3
COc1ccccc1NC(=O)C1=C(C)NC(C)=C(C(=O)Nc2ccccc2OC)C1c1c(Cl)cccc1Cl	27	-6	-12	16	4	0
Cc1ccc(O)c(C(C)C)c1	-9	-16	-34	-26	-49	-40
CCOCCOCCOC12C(=O)C(Cl)=C(Cl)C(=O)C13C1CC2C(Cl)C13 (centres undefined)	98*	98*	99*	99*	100*	99*
Cc1cccc(C)c1NC(=O)C(Cl)Cl	0	5	-4	-3	-1	-12

Assay outcomes (PubChem BioAssay)
